DUSP3 inh: VHR1 phosphatase inhibitors, primary screen, biochemical, absorbance, uHTS; Dual specificity protein phosphatase 3 (Homo sapiens), P51452; recombinant VHR phosphatase, pNPP absorbance; inhibition, % at 13.3 µM; 290,000 compounds, 0.52% hits; AID 1654, 2009; in the data active means inhibition above about 50%; further: some compounds called inactive have numbers as strong as hits
CCHFV vOTU inh: CCHFV vOTU protease inhibitors, primary screen, biochemical, Pep-AMC substrate, fluorescence | Crimean-Congo hemorrhagic fever virus L polyprotein viral ovarian tumor (vOTU) protease … | 370,000 compounds, 0.55% hits | inhibition, % at 11.5 µM; in the data active means inhibition above about 30%; further: 0% = vehicle wells with enzyme and 100% = no enzyme wells
TcdB inh: TcdB glycohydrolase inhibitors, primary screen, biochemical, single point, plate reader; Toxin B (Clostridioides difficile), P18177; TcdB glycohydrolase enzymatic assay; inhibition, % at 9.99 µM; 350,000 compounds, 0.24% hits; in the data active means inhibition above about 10%
Target sequence (P18177 whole entry, looked up): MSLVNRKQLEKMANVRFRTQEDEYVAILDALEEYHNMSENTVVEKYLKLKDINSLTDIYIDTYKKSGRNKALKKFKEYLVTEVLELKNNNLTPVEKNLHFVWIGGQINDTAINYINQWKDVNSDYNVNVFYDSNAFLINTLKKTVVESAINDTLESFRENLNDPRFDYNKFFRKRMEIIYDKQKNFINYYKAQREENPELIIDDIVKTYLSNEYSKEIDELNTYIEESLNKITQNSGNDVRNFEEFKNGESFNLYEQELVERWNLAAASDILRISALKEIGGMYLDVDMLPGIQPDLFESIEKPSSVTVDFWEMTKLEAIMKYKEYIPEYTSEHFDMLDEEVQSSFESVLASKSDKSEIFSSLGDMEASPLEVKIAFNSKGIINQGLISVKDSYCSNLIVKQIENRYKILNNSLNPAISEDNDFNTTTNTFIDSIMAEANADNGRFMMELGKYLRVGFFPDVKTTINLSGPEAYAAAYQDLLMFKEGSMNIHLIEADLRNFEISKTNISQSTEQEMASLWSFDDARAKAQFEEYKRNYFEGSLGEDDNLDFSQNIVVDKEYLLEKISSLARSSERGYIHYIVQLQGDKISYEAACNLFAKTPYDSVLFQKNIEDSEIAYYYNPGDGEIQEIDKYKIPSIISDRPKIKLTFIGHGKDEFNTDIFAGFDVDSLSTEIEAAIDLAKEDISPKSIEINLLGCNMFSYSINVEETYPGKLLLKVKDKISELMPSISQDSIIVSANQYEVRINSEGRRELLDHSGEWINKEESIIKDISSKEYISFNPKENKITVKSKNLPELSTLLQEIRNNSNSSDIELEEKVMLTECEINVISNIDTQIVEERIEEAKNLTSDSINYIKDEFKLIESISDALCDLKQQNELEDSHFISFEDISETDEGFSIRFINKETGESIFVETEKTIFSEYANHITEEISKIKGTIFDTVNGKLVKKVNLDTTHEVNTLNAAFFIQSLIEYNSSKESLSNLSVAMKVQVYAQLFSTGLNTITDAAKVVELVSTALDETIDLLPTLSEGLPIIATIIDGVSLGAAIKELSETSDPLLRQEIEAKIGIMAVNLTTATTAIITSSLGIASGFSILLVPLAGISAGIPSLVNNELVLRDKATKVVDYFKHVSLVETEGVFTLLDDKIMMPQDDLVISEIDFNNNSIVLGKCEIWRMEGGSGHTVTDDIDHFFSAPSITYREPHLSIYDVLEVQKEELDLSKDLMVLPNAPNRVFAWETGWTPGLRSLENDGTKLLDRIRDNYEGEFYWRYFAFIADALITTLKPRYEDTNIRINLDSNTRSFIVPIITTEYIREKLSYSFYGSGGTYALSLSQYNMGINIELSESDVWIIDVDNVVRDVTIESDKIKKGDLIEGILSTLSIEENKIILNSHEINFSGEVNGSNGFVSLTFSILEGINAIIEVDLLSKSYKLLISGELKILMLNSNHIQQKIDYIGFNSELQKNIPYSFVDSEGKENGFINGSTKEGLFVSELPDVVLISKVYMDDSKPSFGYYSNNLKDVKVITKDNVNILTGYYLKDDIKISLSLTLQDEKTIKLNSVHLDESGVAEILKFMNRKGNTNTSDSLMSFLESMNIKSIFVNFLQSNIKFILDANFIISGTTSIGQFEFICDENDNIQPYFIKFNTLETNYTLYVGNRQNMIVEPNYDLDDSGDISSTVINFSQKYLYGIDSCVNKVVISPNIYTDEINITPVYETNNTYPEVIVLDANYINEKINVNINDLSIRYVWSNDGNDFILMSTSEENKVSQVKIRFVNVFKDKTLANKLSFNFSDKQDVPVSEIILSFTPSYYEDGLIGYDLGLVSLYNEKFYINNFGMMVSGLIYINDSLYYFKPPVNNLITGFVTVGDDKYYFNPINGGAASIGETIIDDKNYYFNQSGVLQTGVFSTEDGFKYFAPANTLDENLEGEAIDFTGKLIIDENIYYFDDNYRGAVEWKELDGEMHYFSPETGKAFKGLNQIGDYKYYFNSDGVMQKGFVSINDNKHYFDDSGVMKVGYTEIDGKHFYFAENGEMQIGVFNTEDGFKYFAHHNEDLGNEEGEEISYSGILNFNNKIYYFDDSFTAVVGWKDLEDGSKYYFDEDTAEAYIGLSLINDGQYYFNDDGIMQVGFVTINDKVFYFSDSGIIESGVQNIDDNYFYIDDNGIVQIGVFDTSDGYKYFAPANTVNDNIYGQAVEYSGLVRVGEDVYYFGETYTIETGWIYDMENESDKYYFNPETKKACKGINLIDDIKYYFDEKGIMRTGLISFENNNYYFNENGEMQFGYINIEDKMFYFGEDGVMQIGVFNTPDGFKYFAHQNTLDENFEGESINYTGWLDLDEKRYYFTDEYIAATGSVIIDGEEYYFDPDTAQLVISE
Anthrax LF inh2: Bacillus anthracis LF protease inhibitors, primary screen, biochemical, multiplex microsphere, MLPCN library. Lethal factor (Bacillus anthracis), P15917. multiplex microsphere protease cleavage assay. inhibition, % at 10 µM. 360,000 compounds, 0.12% hits. AID 588501, 2011; further: plate controls were buffer without enzyme for full effect and enzyme alone for no effect
PfHsp40 rescue: rescue of yeast from PfHsp40 toxicity, primary screen, S. cerevisiae, ATP luminescence; AID 504582, 2011; S. cerevisiae expressing PfHsp40, growth rescue; 340,000 compounds, 0.68% hits; growth rescue, % at 12.5 µM; in the data active means growth rescue above about 28%, passing the limit was not always enough; inconclusive means no clear call, values can overlap the other calls;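 further: yeast W303a lacking pdr1 and pdr3 grown in galactose medium; growth measured after three days at 30 °C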
BoNT A protease: BoNT/A light chain protease inhibitors, primary screen, biochemical, flow cytometry, MLPCN library; 360,000 compounds, 0.17% hits; multiplex microsphere protease substrate cleavage; Botulinum neurotoxin type A light chain protease (Clostridium botulinum A str. ATCC 3502); inhibition, % at 10 µM; AID 588499, 2011; further: plate controls were buffer without enzyme for full effect and enzyme alone for no effect
PriA SSB inh: inhibitors of Klebsiella pneumoniae PriA binding to SSB C-terminal tail, primary screen, biochemical, AlphaScreen; PriA–SSB C-terminal tail interaction (Klebsiella pneumoniae); 430,000 compounds, 0.6% hits; AlphaScreen SSBct-PriA binding, biotinylated peptide; inhibition, % at 33 µM; in the data active means inhibition mostly above about 37%, no sharp cut-off; inactive means mostly below about 20%;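 further: plate controls were negative control peptide for no effect and reference peptide for full effect; strong numbers were not always called active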
3CLpro inhibitor: SARS-CoV 3CLpro protease inhibitors, primary screen, biochemical, quenched FRET. recombinant SARS-CoV 3CLpro, quenched FRET peptide cleavage. AID 1706, 2009. 290,000 compounds, 0.14% hits. Replicase polyprotein 1ab (Severe acute respiratory syndrome coronavirus), P0C6X7. inhibition, % at 6 µM; in the data active means inhibition above about 12%
Y pestis TopoI: Yersinia pestis topoisomerase I inhibitors, primary screen, biochemical, cleavage product accumulation, plate reader, single point; DNA topoisomerase I (Yersinia pestis CO92); Y. pestis Topo-I cleavage product accumulation; activity, % at 10 µM; 360,000 compounds, 0.064% hits; AID 504884, 2011; in the data active means activity above about 50%, passing the limit was not always enough; inconclusive means no clear call, values can overlap the other calls; further: inactives centre near 2
Vc quorum ag: inducers of Vibrio cholerae quorum light production without autoinducers, primary screen, BH1578 luxS cqsA deficient, single point; V. cholerae BH1578 lux reporter, luminescence, 6 h; activation, % at 18.7 µM; 350,000 compounds, 0.16% hits; in the data active means activation mostly above about 9.7%, no sharp cut-off; inconclusive means no clear call, values can overlap the other calls; inactive means mostly below about 3.7%; further: not every result past the cut was called active; inactives centre near 0; reference of the scale not given here
* = called active by the depositor; i = inactive; u = inconclusive; x = not tested or not shown; & = joins results of further samples. Unless noted, no stated cut-off is given here; in the data, active means inhibition above about 30%; inconclusive means no clear call, values can overlap the other calls; inactive means below that. This is a subset, so the mix of outcomes need not match the whole.

Order of values: DUSP3 inh	CCHFV vOTU inh	TcdB inh	Anthrax LF inh2	PfHsp40 rescue	BoNT A protease	PriA SSB inh	3CLpro inhibitor	Y pestis TopoI	Vc quorum ag
1) COc1ccc(C2CC(C(F)(F)F)n3nc(C(=O)O)cc3N2)cc1OC (stereo not drawn)
  22	1	x	-5	0.0	1.3	-3	0	2	i
2) CCN(c1ccccc1)S(=O)(=O)c1cccc(C(=O)Nc2cccc(C)n2)c1
  x	-3	0.7	0	x	-0.2	x	x	-7	-0.5
3) O=S(=O)(c1ccc2c(c1)OCCO2)N1CCC(n2nnc3cc(C(F)(F)F)ccc32)CC1
  13	-2	x	-17	4.2	-0.7	-5	1	-7	-0.3
4) Cc1nc(N2CCN(C(=O)c3cnccn3)CC2)c2c3c(sc2n1)CC(C(C)(C)C)CC3 (stereo not drawn)
  -8	-10	1.2	-2	0.0	-0.5	-3	-6	5	-0.8
5) Cn1c(=O)n(C)c2cc(NC(=O)COc3ccc(F)cc3)ccc21
  6	-6	0.4	-25	-0.2	-0.3	-20	1	5	i
6) CN(C)S(=O)(=O)c1ccc2oc(SCC(=O)c3c(N)n(C4CC4)c(=O)[nH]c3=O)nc2c1
  x	-1	3.2	0	-0.2	3.4	-28	x	9	i
7) CCc1nc2sc3ccccc3c(=O)c2c(=O)n1Cc1ccc(OC)cc1
  31	-8	1.6	x	1.4	x	0	4	10	-1.9
8) Cc1cccc(C)c1-n1nnnc1C1(C)CCC(=O)N1C1CCN(Cc2ccccc2)CC1 (stereo not drawn)
  x	18	-0.4	6	x	0.3	x	x	x	x
9) Cc1ccccc1OCc1occc1C(=O)Nc1cccc(-n2cnnn2)c1
  -17	2	0.1	-2	-0.8	-1.6	-7	3	-4	-0.5
10) Cc1cccc(OCC(=O)NNC(=O)CCCCC(=O)NNC(=O)COc2cccc(C)c2)c1
  13	8	0.3	1	-1.1	1.2	-4	1	15	i
11) COc1ccc(CNC(=O)CCc2nc(-c3ccccc3F)no2)c(OC)c1
  -10	-3	x	-3	-1.1	0.0	-13	-4	5	-0.6
12) COC(=O)Cn1c(=O)c2c(nc3n2CC(C)CN3CCc2ccccc2)n(C)c1=O (stereo not drawn)
  15	-2	0.1	23	-1.7	0.9	4	5	15	i
13) Cc1cc(N/N=C/c2ccc(O)cc2O)nc(-c2ccccc2O)n1
  5	x	x	-2	-0.1	-0.5	x	8	-12	i
14) O=C(/C=C/c1ccco1)Nc1nc(-c2ccccn2)cs1
  7	4	-4.0	-8	0.5	-1.0	19	1	-1	-0.4
15) COc1ccccc1NC(=O)c1cc2c(CO)cnc(C)c2oc1=Nc1ccc(OC)c(OC)c1
  6	13	1.5	-3	0.9	-0.1	5	4	-8	i
16) CCN(c1ccccc1C)S(=O)(=O)c1cc2c3c(c1)CCC(=O)N3CCC2
  -20	11	1.0	-1	-0.2	1.0	-7	-5	17	i
17) COCCNC(=S)N1CCN(C(c2ccccc2)c2ccccc2)CC1
  27	5	0.3	-1	0.2	-1.1	9	-3	3	i
18) COc1ccc(NC(=O)CCN2C(=O)c3ccc([N+](=O)[O-])cc3C2=O)c(OC)c1
  5	-12	0.6	-1	0.5	0.5	-24	0	-1	-0.4
19) Cn1c(SCC(=O)Nc2cccc(S(=O)(=O)NC3=NCCCCC3)c2)nnc1-c1ccncc1
  15	-9	1.4	-3	-2.7	0.2	-5	-3	7	0.1
20) CCCc1c(C(=O)Nc2ccc(F)cc2C)cnn1-c1ccccc1
  25	-2	2.5	-22	4.5	-2.0	-9	-1	0	-0.8
21) CC(Sc1nc2ccccc2c(=O)n1CCc1ccc(S(N)(=O)=O)cc1)C(=O)NC(N)=O (stereo not drawn)
  -15	-11	0.2	2	-0.1	-0.3	5	1	6	-0.4
22) O=C(NCc1cccc(C(F)(F)F)c1)c1c[nH]c(=O)s1
  x	4	1.6	-10	x	-2.2	x	x	-5	0.4
23) c1coc(-c2nnc3sc(-c4cccs4)nn23)c1
  10	2	x	-11	0.7	1.4	-8	3	-9	-0.7
24) Cc1cccc(-n2c(=O)[nH]c3c(C(N)=O)nc(CC(C)C)nc32)c1
  4	16	x	-9	0.7	0.1	-18	0	-7	x
25) CCOCCCN(C(=O)c1ccco1)C(C(=O)NC1CCCC1)c1ccc(OC)cc1 (stereo not drawn)
  21	-7	-1.9	-1	-0.5	0.3	-17	7	-1	-0.2
26) COc1ccc(CN(CC(O)COCc2ccccc2)S(=O)(=O)c2ccccc2Br)cc1OC (stereo not drawn)
  x	6	0.5	-11	0.0	-0.8	-1	x	32	i
27) CN(c1ccccc1)S(=O)(=O)c1cccc(NC(=O)CSc2nnc(N)s2)c1
  3	11	x	-4	-1.1	0.4	8	-3	-4	0.9
28) CCn1c(-c2csc(C(C)C)c2)n[nH]c1=S
  -2	2	3.4	0	1.0	-0.2	-12	2	0	-0.3
29) CN(C)c1nc(N)nc(CSc2nnnn2-c2ccccc2)n1
  4	-2	x	-4	-1.3	0.4	-3	-2	-1	-0.4
30) CCCCC(CC)CNC(=O)CCS(=O)(=O)c1cccc2nsnc12 (stereo not drawn)
  -3	3	x	-6	0.2	-1.4	1	1	8	i
31) Cc1cc(C)n(-c2ccc3nncn3n2)n1
  25	-4	2.1	-1	-0.7	-0.2	-14	2	7	-0.4
32) CC1CCN(Cc2ccc(NC(=O)CC3Oc4ccccc4NC3=O)cc2)CC1 (stereo not drawn)
  8	-3	1.0	6	-1.3	-0.6	2	-6	5	-0.5
33) CN(C(=O)c1ccc(C#N)cc1)c1nnc(-c2ccccn2)s1
  0	-11	x	-4	-1.0	-0.6	3	3	-7	-0.2
34) O=C(CNc1ccc(Cl)cc1)c1ccc(Br)cc1
  30	-11	x	6	0.3	0.4	2	0	-6	-0.2
35) COc1ccc(C(=O)C2CCN(S(=O)(=O)c3ccc4c(c3)OCCO4)CC2)cc1
  10	-2	x	-3	1.7	0.5	-2	1	30	-0.6
36) C=CCSc1nc2ccccc2n2cnnc12
  x	5	-0.3	1	2.2	-1.7	4	1	-2	i
37) Nc1ccn(-c2ccccc2)c(=O)c1
  -6	5	x	-1	1.4	0.0	-10	0	9	x
38) Cc1c(-c2ccc(Cl)cc2)[n+](=O)c(-c2ccccc2)cn1[O-]
  8	2	1.5	4	x	1.4	-3	0	-4	1.1
39) CC(Oc1ccccc1)C(=O)OCC(=O)NC(=O)NCc1ccco1 (stereo not drawn)
  11	1	1.3	1	-1.0	0.0	-6	2	8	x
40) Fc1cnc(N2CCOCC2)nc1N1CCOCC1
  14	-4	0.2	-3	-0.4	0.2	-12	-3	-6	i
41) Cc1csc(N2CCN(c3cc4c(cc3Cl)nc(-c3ccncc3)n4CCCN3CCCC3)CC2)n1
  17	5	0.5	-12	-0.9	-0.1	3	0	-5	-3.6
42) O=C(CCS(=O)(=O)Cc1ccccc1)Nc1nnc(C(F)(F)F)s1
  22	8	3.6	0	0.1	1.5	-8	-4	0	0.0
43) Cc1cc(C)c2nc(N3CCCC(C(=O)N4CCC(C(N)=O)CC4)C3)sc2c1 (stereo not drawn)
  -12	-9	1.0	-4	-0.3	-0.9	2	-1	26	-0.5
44) Cc1ccc(C(=O)N2CCNC(=O)C2CC(=O)Nc2ccc(F)cc2)cc1C (stereo not drawn)
  24	-5	1.4	1	0.1	2.2	-1	6	1	-0.2
45) CCCCCC/C(=N/O)c1ccccn1
  14	10	x	-6	162*	-1.1	x	-2	6	-0.3
46) Cc1ccc(C2CC2c2n[nH]c(=S)n2-c2cccc(C)c2)cc1 (stereo not drawn)
  11	23	-0.4	-5	0.7	-1.8	-8	-1	25	-0.4
47) CCOC(=O)C1CCCN(C2CCN(Cc3nc(Cc4ccccc4)no3)CC2)C1 (stereo not drawn)
  31	9	2.9	-5	-0.1	-0.1	0	3	1	-0.4
48) COCCCn1c(SCC(=O)NC2CCCCC2)nc2ccccc2c1=O
  12	11	1.1	15	0.0	1.4	-8	1	13	-2.3
49) CC1=NNC(=O)c2ccccc2O1
  21	-11	-0.3	-4	-0.5	-0.9	-4	1	-7	i
50) CCN1C(=O)CC2CCCC1C2 (stereo not drawn)
  x	-4	0.8	-3	-2.4	-0.3	-6	x	-1	i

Carrying on.
Order of values: DUSP3 inh	CCHFV vOTU inh	TcdB inh	Anthrax LF inh2	PfHsp40 rescue	BoNT A protease	PriA SSB inh	3CLpro inhibitor	Y pestis TopoI	Vc quorum ag
51) COc1cc(-c2csc(NC3CCCCC3)n2)cc(OC)c1OC
  2	5	0.6	-3	-0.4	0.6	16	-1	24	-0.2
52) O=[N+]([O-])c1cccc(C(=S)N2CCN(c3ccc(F)cc3)CC2)c1
  17	-7	0.3	2	-0.1	0.7	6	-2	-1	-0.1
53) CC(=O)Nc1ccc(S(=O)(=O)Nc2nc3ccccc3nc2Cl)cc1
  5	-1	0.6	4	u	-0.7	-9	-1	-1	i
54) COc1cc(C=O)ccc1OC(=O)c1cccnc1
  10	6	0.2	6	-0.8	-1.4	1	0	1	i
55) COc1cccc(C(O)c2nc(-c3ccccc3OC)cs2)c1 (stereo not drawn)
  x	4	1.7	-1	x	-0.1	x	x	6	-0.8
56) Cc1cc(C)c(C)c(SCC(=O)Nc2oc(C)c3c(C)n[nH]c(=O)c23)c1C
  x	-4	-0.6	1	-2.0	1.4	1	x	22	2.9
57) O=C(NC1CCCc2c1cnn2-c1cc(F)cc(F)c1)c1ccc[n+]([O-])c1 (stereo not drawn)
  18	-2	-0.1	-2	-1.0	-1.4	-3	0	-1	0.0
58) CSc1ccccc1NC(=S)Nc1cc(C)cc(C)c1
  4	9	x	2	-0.7	0.9	-10	2	-3	-0.3
59) Cc1c(Cl)cccc1NC(=S)NCCN1CCOCC1
  -3	-4	x	-2	-0.4	0.4	-7	-1	5	-0.3
60) O=C(c1ccc([N+](=O)[O-])o1)N1CCN(Cc2ccccc2)CC1
  -4	-2	0.5	-7	-0.8	-0.8	2&8	4	-2	-0.6
61) Cc1ccc(C(C)n2cc(C(=O)NCc3ccncc3)nn2)cc1 (stereo not drawn)
  15	7	x	-4	0.1	1.7	-10	-3	15	-0.3
62) CCOCCN(C(=O)c1ccccc1Cl)c1ccccc1
  17	-4	0.2	-8	0.4	-1.0	0	2	-9	-0.5
63) CCOCC(=O)Nc1c(C(=O)OCC)oc2ccccc12
  35	-5	x	-3	-0.4	0.4	-26	4	1	-0.2
64) CC12CC3CC(C)(C1)CC(C(=O)NNC(=O)c1ccncc1)(C3)C2
  41	18	2.3	2	-1.1	0.4	-9	3	0	i
65) COc1ccc(CCN2C(=O)N(c3ccc(OC)cc3)C(=O)C2CC(=O)Nc2ccc(OC)cc2)cc1 (stereo not drawn)
  23	4	1.7	-6	0.4	-0.4	-7	5	11	-0.4

Reprinted: entries 64–65
Order of values: DUSP3 inh	CCHFV vOTU inh	TcdB inh	Anthrax LF inh2	PfHsp40 rescue	BoNT A protease	PriA SSB inh	3CLpro inhibitor	Y pestis TopoI	Vc quorum ag
64) CC12CC3CC(C)(C1)CC(C(=O)NNC(=O)c1ccncc1)(C3)C2
  41	18	2.3	2	-1.1	0.4	-9	3	0	i
65) COc1ccc(CCN2C(=O)N(c3ccc(OC)cc3)C(=O)C2CC(=O)Nc2ccc(OC)cc2)cc1 (stereo not drawn)
  23	4	1.7	-6	0.4	-0.4	-7	5	11	-0.4
